Assay outcomes as filed in PubChem BioAssay.
CAL PDZ FP-1: untagged CAL PDZ binding inhibitors, primary screen, biochemical, fluorescence polarization, HTS; 0.92% of 300,000 active; Golgi-associated PDZ and coiled-coil motif-containing protein (Homo sapiens), Q9HD26; AID 602252, 2012; inhibition, % at 24.9 µM; purified CAL PDZ, TMR-peptide fluorescence polarization, 1 h;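 active = mean inhibition of at least 30% with at least half of replicates also reaching 30%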;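 also: 0% = DMSO neutral control and 100% = excess unlabeled competitor peptide PRC23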
Tat transport: E. coli Tat export inhibitors, primary screen, MC4100, TorA-mCherry reporter, fluorescence, single point; 0.036% of 340,000 active; inhibition, % at 10 µM;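 active = mean replicate inhibition at least 50% and at least half of replicates individually reaching 50%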;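 also: exported cargo escapes ClpAP degradation while cytoplasmic cargo is degraded and loses fluorescence; 0% = median of neutral control wells and 100% = median of NaSCN control wells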
AddAB inh: growth inhibition of E. coli expressing H. pylori AddAB, primary screen, AddAB inhibitor project, absorbance; inhibition, % at 11.9 µM; 0.29% of 330,000 active; AID 435030, 2010; in the data active = inhibition above about 12%;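 also: 0% = vehicle wells of infected cells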
Wnt bcat act: Wnt/beta-catenin pathway activators, primary screen, cell-based, plate reader, single point. 1.2% of 300,000 active. Wnt/beta-catenin reporter cell assay, activator. activation, % at 9.35 µM. AID 743398, 2014; in the data active = activation above about 30%, passing the limit was not always enough;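 also: 0% = neutral control wells and 100% = positive control wells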
phage Ecoli inh: growth loss of phage-infected E. coli, primary screen, RecBCD inhibitor project, absorbance, with phage, HTS; 0.26% of 360,000 active; inhibition, % at 11.9 µM; in the data active = inhibition above about 11%
CAL PDZ FP-2: CAL PDZ peptide-binding inhibitors, primary screen, biochemical, fluorescence polarization, Cer-tagged CAL PDZ, HTS; Golgi-associated PDZ and coiled-coil motif-containing protein (Homo sapiens), Q9HD26; purified CAL PDZ, TMR-peptide fluorescence polarization, 1 h; inhibition, % at 20 µM; 0.02% of 330,000 active; AID 504414, 2011;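 active = highest replicate inhibition of at least 40%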;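 also: plate controls were DMSO neutral control wells for no effect and unlabeled competitor peptide control wells for full effect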
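Material: tagged CAL PDZ protein CerCALP, purified; buffer or medium: sodium phosphate/NaCl buffer pH 7.4 with TCEP, IgG, Thesit; also added: fluorescent TMR peptide probe; schedule: 1 h incubation at room temperature before polarization reading; technique: fluorescence polarization from S- and P-plane intensities, G-factor corrected; control set: unlabelled peptide and DMSO controls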
SR-BI DiI-HDL act: activators of SR-BI mediated DiI-HDL uptake, primary screen, ldlA[mSR-BI] CHO cells, DiI fluorescence | 3 h; 100 = double the neutral-control signal | activation, % at 12.5 µM | 0.096% of 320,000 active;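 active = mean replicate activation of at least 60% and every replicate at or above 60%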;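 also: 0% = median plate neutral-control signal and 100% = twice that signal; values of inactives mirror those of a sister screen read the other way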
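Material – SR-BI-overexpressing, LDLR-lacking CHO cells · Medium – BSA-supplemented, HEPES-buffered Ham's F12, pH 7.4 · Doses – single concentration · Times – compound with DiI-HDL co-incubation, 3 h at 37 °C · Measured by – bottom-read fluorescence, 550/595 nm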
E coli growth: E. coli V3065 growth inhibition, primary screen, counter-screen for AddAB inhibitor project, absorbance, OD600; 18 h; 0.27% of 330,000 active; AID 449728, 2010; inhibition, % at 11.9 µM;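 active = inhibition above the campaign's mean inhibition across all tested compounds plus 3 SD, cut at about 9.9% in these data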;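 also: uninfected addAB+ strain grown without phage in ampicillin broth; 0% = DMSO wells and 100% = ciprofloxacin 0.95 µg/ml wells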
SR-BI HDL uptake: inhibitors of SR-BI mediated HDL lipid uptake, primary screen, ldlA[mSR-BI] cells, fluorescence, single point. Scavenger receptor class B member 1 (Mus musculus), Q61009. ldlA[mSR-BI] CHO cells, DiI-HDL uptake fluorescence, 3 h. inhibition, % at 12.5 µM. 0.96% of 320,000 active. AID 488896, 2010;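 active = mean replicate inhibition of at least 70% and a set share of replicates each scoring 70 or more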;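 also: 0% = median of neutral control wells and 100% = median of positive control wells; values of inactives mirror those of a sister screen read the other way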
Target sequence (Q61009 whole entry, looked up): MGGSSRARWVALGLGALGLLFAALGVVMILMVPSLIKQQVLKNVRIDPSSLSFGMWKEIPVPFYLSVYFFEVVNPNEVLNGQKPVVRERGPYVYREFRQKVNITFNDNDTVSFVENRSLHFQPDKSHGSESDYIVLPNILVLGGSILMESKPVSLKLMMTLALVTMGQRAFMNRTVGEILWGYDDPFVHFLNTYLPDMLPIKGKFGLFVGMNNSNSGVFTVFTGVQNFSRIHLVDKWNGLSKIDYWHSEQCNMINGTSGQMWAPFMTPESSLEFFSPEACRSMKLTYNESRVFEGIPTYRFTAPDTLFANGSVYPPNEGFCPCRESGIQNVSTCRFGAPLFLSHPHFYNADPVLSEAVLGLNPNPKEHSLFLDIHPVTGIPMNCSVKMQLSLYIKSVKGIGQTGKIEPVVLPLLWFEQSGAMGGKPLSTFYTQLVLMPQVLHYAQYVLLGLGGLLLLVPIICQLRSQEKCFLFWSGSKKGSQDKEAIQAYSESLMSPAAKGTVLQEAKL
MITF act: activators of MITF-driven TRPM1 promoter reporter, primary screen, cell-based, SK-MEL-5, luciferase, single point. SK-MEL-5 TRPM1-promoter luciferase, 24 h; % of positive control, neutral wells = 0. activation, % at 12.5 µM. 0.75% of 300,000 active. AID 588334, 2011;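 active = mean activation of at least 80% with every replicate also reaching 80%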;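 also: 0% = neutral control wells and 100% = parthenolide positive control wells; values of inactives mirror those of a sister screen read the other way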
* hit, by the source's call; . = no result given.

entry	structure	CAL PDZ FP-1	Tat transport	AddAB inh	Wnt bcat act	phage Ecoli inh	CAL PDZ FP-2	SR-BI DiI-HDL act	E coli growth	SR-BI HDL uptake	MITF act
1	CCN(CC)CCn1c2c(c(SCC(=O)Nc3cc(OC)cc(OC)c3)nc1=O)CCC2	20	4	1.4	-1	4.3	-4.0	18	0.8	-18	-6
2	Cc1cc2c(c(=O)n1Cc1cccnc1)C(c1ccccc1)C(C#N)=C(N)O2 (centres undefined)	-1	10	4.8	.	2.5	0.4	11	3.0	-11	2
3	CNS(=O)(=O)c1cc(OCC(N)=O)c(C)cc1Cl	2	-6	-0.4	-5	1.7	-3.5	38	0.9	-38	-6
4	CC1(C)CC(NC(=O)c2cccc3ccccc23)CC(C)(C)N1	2	-8	1.3	-2	0.8	0.0	23	-2.0	-23	-3
5	COc1cccc(OCc2ccc(Cl)cc2)c1C#N	-2	5	4.0	14	0.7	-2.4	.	-0.3	.	.
6	COc1ccc(NS(=O)(=O)c2cccc(C(=O)NNC(=O)c3ccccc3OC)c2)cc1	-2	6	-0.3	0	4.9	-2.7	-5	0.3	5	-29
7	CC(C)Oc1ccc(CNC(=O)Oc2ccccc2)cc1	-4	-3	.	-1	-1.6	-1.2	0	.	0	92*
8	COCCCn1c(C(=O)N2CC(C)OC(C)C2)cc2c(=O)n3ccccc3nc21 (centres undefined)	-1	-1	5.6	-1	2.3	-2.7	11	1.9	-11	6
9	CCN(CC)c1ccc2cc(C(=O)Nc3ccccn3)c(=O)oc2c1	-4	-5	-0.1	27	0.9	-3.6	-39	-3.8	39	10
10	CCOC(=O)NC(=O)c1cn(CCN(C)C)c(=O)[nH]c1=O	-4	-4	1.8	-3	2.9	-1.2	12	-0.7	-12	9
11	CCc1cccc(C)c1NC(=O)CSc1nc2ccccc2n1CC(=O)N(C)C	-8	-1	-0.6	-1	1.7	-2.9	-7	3.9	7	2
12	COC(=O)CN(c1ccc(F)cc1)S(=O)(=O)c1ccc2c(c1)OCCO2	-16	3	-0.3	.	2.5	-0.4	0	-1.4	0	-1
13	Cc1onc(-c2ccccc2)c1C(=O)c1ccccc1	-3	-5	-1.6	2	1.1	0.4	-4	-1.0	4	.
14	OC[C@@H](O)[C@@H](O)CO	6	-1	2.0	-2	2.0	0.6	15	0.7	-15	13
15	O=C(O)c1ccc([N+](=O)[O-])c(CS(=O)(=O)c2ccccc2)c1	-3	14	0.2	1	2.3	0.3	.	-1.4	.	0
16	O=C(NCCc1ccccc1)N1CCCC(CNS(=O)(=O)Cc2ccccc2)C1 (centres undefined)	-3	0	-2.1	1	3.0	-2.9	-5	-2.9	5	14
17	O=C(COC(=O)c1ccncc1)Nc1ccc2c(c1)OCO2	.	-4	-0.3	-1	2.1	0.3	12	-1.4	-12	6
18	O=C(COC(=O)c1ccccc1)Nc1ccc(Cl)cn1	4	1	3.3	0	2.8	-0.9	11	0.7	-11	-5
19	Cc1c(-c2n[nH]c(=S)n2-c2ccc(C(F)(F)F)cc2)nnn1-c1ccccc1	-7	6	1.0	.	3.0	0.7	12	0.0	-12	-6
20	COc1ccc(-c2csc(NC(=O)CCNC(=O)c3ccco3)n2)cc1OC	-4	-9	4.8	0	2.0	-2.1	-35	2.6	35	13
21	CO/N=C/NC(=O)N1OC[C@@H]2COc3ccc4ccccc4c3[C@@H]21	0	-11	0.2	.	3.3	-1.7	2	-1.9	-2	4
22	COc1ccc(S(=O)(=O)N2CCCCC2)cc1NC(=O)CCCNC(=O)c1ccc(Cl)cc1	-3	-9	-1.1	2	2.5	-0.6	15	-0.7	-15	-1
23	CC(C(=O)NCCc1ccccc1)N1c2cccc3cccc(c23)S1(=O)=O (centres undefined)	-10	5	3.7	-5	1.4	-1.5	-6	0.1	6	-10
24	O=C(NCc1ccccc1Cl)c1ccc2nnsc2c1	.	-2	1.9	0	3.9	-0.4	-3	-1.7	3	-4
25	COc1ccc(O)c(C(=O)c2cnc3onc(C(C)C)c3c2)c1	-3	19	0.5	.	1.4	-1.0	-22	1.2	22	26
26	Cc1ccc2nc(NC(=O)CSCC(=O)Nc3cc(C)on3)sc2c1	.	-6	2.7	28	-0.4	-1.2	-4	3.2	4	53
27	COc1ccccc1N1CCN(C(=O)Nc2cccc(C)c2)CC1	-3	-1	2.8	8	2.1	-0.5	-9	-3.3	9	45
28	CCc1ccc(S(=O)(=O)Nc2cc3c(cc2C)n(C)c(=O)n3C)cc1	3	-2	2.2	-5	0.5	-2.1	6	-4.2	-6	-8
29	CCCCn1c(N)c(N(CCOC)C(=O)C2CC(=O)N(c3cccc(SC)c3)C2)c(=O)[nH]c1=O (centres undefined)	-5	-6	2.6	-3	2.4	-2.4	22	3.7	-22	-3
30	CCn1cc(C(=O)OC)c(=O)c2cc(S(=O)(=O)N(C)C3CCCCC3)ccc21	.	-2	-3.9	1	1.7	-1.3	7	-0.8	-7	10
31	COc1ccc(N2CCN(S(=O)(=O)CCNC(=O)C3CCCCC3)CC2)cc1	.	3	2.5	-2	0.4	0.0	-9	-2.0	9	0
32	COc1cc(OC)cc(C2C(C#N)=C(N)Oc3n[nH]c(-c4cccnc4)c32)c1 (centres undefined)	-2	4	1.1	-2	2.2	-3.3	4	-4.4	-4	-2
33	C=CCc1cccc(/C=N/NC(=O)c2ccccc2Br)c1O	3	8	3.0	0	3.7	-2.3	-37	0.0	37	-1
34	Cc1cc(=O)n2nc(N3CCC(C(=O)N4CCN(c5ccccc5)CC4)CC3)sc2n1	-18	-1	2.9	0	-2.6	-1.7	-25	0.5	25	-8
35	O/N=C/c1ccc(OCc2ccccc2F)c(Cl)c1	-2	-4	0.3	.	4.6	-1.3	-2	-3.9	2	55
36	Cc1cccc(/C=N\NC(=O)c2ccc(Cl)cc2)c1O	5	-2	2.1	3	2.6	-0.6	-141	-1.8	141*	-16
37	COc1ccc(NC(=O)CNC(=O)c2ccco2)cc1S(=O)(=O)Nc1cc(C)ccc1Br	13	-6	-2.5	-4	1.3	0.4	8	1.5	-8	-16
38	O=C(O)CCNc1nc(-c2ccccc2)nc2ccccc12	.	-2	1.1	0	0.4	0.7	-6	0.1	6	.
39	CC(=O)Nc1ccc(Nc2ncnc3c2nnn3Cc2ccccc2Cl)cc1	2	-2	.	-1	-0.9	-0.3	-20	.	20	-8
40	CCOc1ccc(N2C(=O)CC(Sc3ncccn3)C2=O)cc1 (centres undefined)	4	0	2.4	-5	1.9	-0.4	8	0.1	-8	.
41	O=c1c2ccccc2c(C=NC2CCN(Cc3ccccc3)CC2)c(O)n1Cc1ccc2c(c1)OCO2	.	.	0.2	-1	-2.2	.	.	-0.7	.	.
42	CC(=O)c1cccc(NC(=O)COC(=O)c2ccc(S(C)(=O)=O)c([N+](=O)[O-])c2)c1	.	-10	4.4	13	3.3	-0.2	-13	-0.1	13	-5
43	Cc1cc(Br)c(NC(=O)CSc2n[nH]c(N)n2)c(Br)c1	5	-3	2.0	-1	0.9	0.0	6	-3.6	-6	-19
44	COc1ccc(NC(=O)CCN2CCN(S(=O)(=O)c3cc(Cl)ccc3OC)CC2)cc1	-7	-3	2.7	.	2.8	0.1	-8	-2.4	8	18
45	CCCCCC(=O)Nc1nc(C)c(-c2csc(Nc3cc(OC)ccc3OC)n2)s1	5	-8	1.7	-1	1.8	-0.1	-99	0.4	99*	6
46	COc1cc(C(=O)OC(C)CN2CCCC2)cc(OC)c1OC (centres undefined)	-1	-11	-0.7	-20	3.6	-2.3	8	0.8	-8	.
47	CC(NS(=O)(=O)c1cccc(S(=O)(=O)c2ccccc2)c1)C(=O)O (centres undefined)	0	3	3.2	.	3.6	-0.5	21	0.4	-21	1
48	CC(C(=O)NCc1cccnc1)N1C(=O)c2ccccc2C1=O (centres undefined)	-2	-3	1.7	.	1.8	-0.2	23	-0.5	-23	-5
49	O=C(CSc1ccccn1)Nc1cccc([N+](=O)[O-])c1	-6	-8	0.5	2	2.3	-0.9	-7	-0.6	7	-13
50	COCCN1Cc2cccc(C(=O)Nc3ccc(C)cc3)c2C1=O	-3	-3	-0.2	1	5.1	-2.6	-1	-3.4	1	11
51	O=C(Nc1cc(-c2ccccc2)[nH]n1)c1ccccc1F	.	.	-1.1	0	2.1	.	.	0.0	.	.
52	COc1cc(C(=O)N2CCCc3ccccc32)cc(OC)c1OC	0	-2	0.4	.	3.2	0.2	-30	0.3	30	-17
53	Cc1cc(NC(=O)COC(=O)CCS(=O)(=O)c2ccc(Cl)cc2)no1	-5	1	2.6	-1	1.6	-1.3	.	0.3	.	6
54	O=C(COC(=O)c1ccccn1)c1cccc(Br)c1	-2	-7	3.2	-1	0.1	-2.3	17	2.4	-17	4
55	c1csc(-c2nnc(COc3ccc4c(c3)OCO4)o2)c1	-1	-5	-2.0	-1	3.5	-2.5	-8	-1.3	8	40
56	CC(=O)N(NC(N)=O)C(C)CC(=O)C1C(C)C=CCC1(C)C (centres undefined)	.	-2	-1.9	0	3.9	-1.3	-5	-2.5	5	.
57	Cc1cccc(C)c1NC(=O)CNC(=O)c1ccc2c(c1)OCCO2	1	-5	2.9	13	-1.3	-0.2	22	2.6	-22	4
58	O=C1CN(C(=O)COC(=O)/C=C/c2ccc(S(=O)(=O)N3CCOCC3)cc2)c2ccccc2N1	-3	2	0.8	0	4.1	-0.6	-24	-1.0	24	-2
59	COc1cccc(/C=C2/CCC(CN(C)C)C2=O)c1 (centres undefined)	-4	2	.	-8	-1.9	-0.5	-5	.	5	-95
60	CC1(C)CC2CC(C)(CN2C(=O)CCCN2C(=O)c3ccccc3C2=O)C1 (centres undefined)	-4	3	-0.9	.	0.3	-0.3	6	-1.0	-6	-5
61	Cc1c(Cl)c([N+](=O)[O-])nn1CCCC(=O)N1CCN(c2ccccc2)CC1	-3	-15	-0.1	-3	0.9	0.1	-40	1.1	40	-6
62	CCOc1ccc(NC(=S)N(Cc2ccc(N(C)C)cc2)Cc2ccco2)cc1	4	5	1.3	-2	.	.	-21	-1.5	21	-7
63	O=C(Nc1ccccc1)[C@@H]1CCCN1S(=O)(=O)c1ccc(Cl)cc1	-7	-1	0.0	-3	0.6	-0.1	-2	-0.4	2	-5

Compounds as they come, and some 3.6% of all compounds hit somewhere here.
